# Screening data (PubChem BioAssay)
# EBNA-1 inh: blocks EBNA-1 binding to DNA; AID 1950; inhibition, % at 14.8 µM; EBNA-1 DNA binding, fluorescence polarization; 0.34% of 300,000 active; in the data active = inhibition above about 28%
# PAFAH1B2 inh: inhibitors of human PAFAH1B2. P68402. inhibition, % at 3.39 µM. recombinant PAFAH1B2, FP-rhodamine activity probe, fluorescence polarization. 1.2% of 340,000 active;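 active = inhibition above the mean of all tested compounds plus 3 SD, cut at about 24% in these data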;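 note: 0% = enzyme with DMSO and 100% = wells lacking PAFAH1B2; many of its hits are not listed in these tables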
# Target sequence (P68402 whole entry, looked up): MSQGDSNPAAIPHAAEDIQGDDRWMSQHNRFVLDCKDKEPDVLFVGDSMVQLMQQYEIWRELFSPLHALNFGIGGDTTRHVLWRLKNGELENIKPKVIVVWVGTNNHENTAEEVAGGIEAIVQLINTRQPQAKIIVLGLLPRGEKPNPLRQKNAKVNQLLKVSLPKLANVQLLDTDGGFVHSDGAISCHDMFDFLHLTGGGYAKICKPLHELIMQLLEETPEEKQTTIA
# PAFAH1B3 FP inh: PAFAH1B3 (human) inhibition; recombinant PAFAH1B3, FP-rhodamine probe, fluorescence polarization; Q15102; 0.28% of 340,000 active; inhibition, % at 3.39 µM;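 active = inhibition above the screen-wide average of all tested compounds plus 3 SD, cut at about 25% in these data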;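 note: 0% = enzyme with DMSO only and 100% = wells lacking PAFAH1B3 protein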
# pPAFAH FP inh: inhibitors of human plasma PAF acetylhydrolase (pPAFAH). recombinant pPAFAH, FP-rhodamine probe fluorescence polarization. inhibition, % at 3.39 µM. 1.5% of 330,000 active;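 active = inhibition above the mean inhibition across the screen plus 3 SD, cut at about 25% in these data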;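 note: inhibitors block binding of the rhodamine activity-based probe so polarization drops; 0% = enzyme with DMSO and 100% = wells lacking pPAFAH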
# PREPL inh: human PREPL enzyme inhibition | Q4J6C6 | recombinant PREPL, fluorescence polarization activity-based probe | inhibition, % at 5.96 µM | 0.68% of 320,000 active; in the data active = inhibition above about 43%;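 note: 0% = enzyme with DMSO and 100% = wells lacking enzyme; many of its hits are not listed in these tables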
# LYPLA2 inh: LYPLA2 (human) inhibition in PME1 counter-screen; AID 2177; O95372; 0.38% of 320,000 active; recombinant LYPLA2, FP-Rh probe fluorescence polarization; inhibition, % at 5.9 µM;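 active = inhibition above the screen-wide mean plus 3 SD, limit set per campaign, cut at about 26% in these data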;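 note: 0% = LYPLA2 with DMSO and 100% = wells lacking LYPLA2 enzyme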
# LYPLA1 inh: LYPLA1 (human) inhibition in PME1 counter-screen; 0.16% of 320,000 active; recombinant LYPLA1, FP-Rh probe fluorescence polarization; AID 2174; O75608; inhibition, % at 5.9 µM;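 active = inhibition above the mean of all tested compounds plus 3 SD, set per campaign, cut at about 14% in these data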;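 note: inhibitors block serine hydrolase probe labeling of LYPLA1 so polarization falls; 0% = enzyme with DMSO and 100% = wells lacking LYPLA1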
# Target sequence (O75608 whole entry, looked up): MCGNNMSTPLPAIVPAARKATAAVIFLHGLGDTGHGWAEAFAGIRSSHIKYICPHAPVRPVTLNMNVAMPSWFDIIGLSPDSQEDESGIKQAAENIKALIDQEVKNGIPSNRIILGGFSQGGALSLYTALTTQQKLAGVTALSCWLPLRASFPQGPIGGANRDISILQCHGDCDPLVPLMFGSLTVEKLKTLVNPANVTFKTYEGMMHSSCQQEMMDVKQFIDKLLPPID
# PAFAH2 inh: PAFAH2 (human) inhibition; recombinant PAFAH2, FP-rhodamine activity probe, fluorescence polarization; inhibition, % at 3.39 µM; 0.99% of 340,000 active; AID 492956;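 active = inhibition above the mean over all tested compounds plus 3 SD, cut at about 30% in these data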;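 note: inhibitors block probe labeling of enzyme so polarization drops; 0% = enzyme with DMSO and 100% = wells lacking PAFAH2 protein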
# ZTA counter: counter-screen for EBNA-1 inhibitors: inhibitors of Epstein-Barr virus ZTA. ZTA-DNA binding, fluorescence polarization. inhibition, % at 11 µM. P03206. 0.15% of 320,000 active. AID 2234; in the data active = inhibition above about 33%
# Target sequence (P03206 whole entry, looked up): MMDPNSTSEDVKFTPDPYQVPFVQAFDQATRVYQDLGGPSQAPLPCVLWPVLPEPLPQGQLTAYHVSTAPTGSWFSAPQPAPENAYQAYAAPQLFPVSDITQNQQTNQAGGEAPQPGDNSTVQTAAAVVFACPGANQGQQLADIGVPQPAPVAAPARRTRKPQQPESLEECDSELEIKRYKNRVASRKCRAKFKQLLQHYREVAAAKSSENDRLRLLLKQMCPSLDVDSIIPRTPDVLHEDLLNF
# * hit, by the source's call; x = no result given. These rows are one share of the data; rates above refer to the full screens.
# The first 13 records, ahead of the listing:
SMILES,EBNA-1 inh,PAFAH1B2 inh,PAFAH1B3 FP inh,pPAFAH FP inh,PREPL inh,LYPLA2 inh,LYPLA1 inh,PAFAH2 inh,ZTA counter
Cc1ccc(C(=O)NN2C(=O)/C(=C/c3cn(C)c4ccccc34)SC2=S)cc1,-1,-16,-23,-3,-17,-3,-1,-19,8
O=C(Nc1ccc2ccccc2c1)c1cc(F)c(F)cc1Cl,5,-5,5,-5,-10,9,-7,-3,0
CC1(C)CCCC2=C1CC1C(=O)N(c3ccccc3)C(=O)C1C2 (stereo not given),-1,20,4,2,-3,0,-3,1,-14
COc1ccc2cnn(CCOc3cc(C)ccc3C(C)C)c(=O)c2c1OC,-3,2,8,-7,2,-6,-3,7,1
Cc1ccc(NC(=O)c2ccc(CN3CCc4ccccc4C3)cc2)cc1,-7,-2,-1,3,-1,6,-4,11,3
Cc1ccc(-n2ncc3c2CC(C)(C)CC3NC(=O)c2ccncc2)cc1 (stereo not given),15,-1,4,2,0,2,2,-4,1
Cc1cc(C(=O)N/N=C/c2cc(Br)ccc2OC(=O)c2ccccc2Cl)n[nH]1,23,-1,-4,8,-1,-27,-16,-11,18
Nc1nc(C2C(=O)CCCC2=O)cs1,10,2,7,1,-2,-3,-5,-4,10
COc1ccc(N2CCN(C(=O)CSc3nc4[nH]ncc4c(=O)n3-c3cccc4ccccc34)CC2)cc1,5,2,4,4,0,34*,2,5,18
Cc1ccc(S(=O)(=O)/N=C(/Nc2cccc(C(=O)O)c2)c2ccccc2)cc1,-6,1,-9,1,1,9,0,3,-1
COc1ccccc1OCC#CCSc1ncccn1,0,11,-1,4,1,3,1,-5,-5
COC(=O)c1cccc(NC(=O)Nc2ccc(Cl)c(Cl)c2)c1,-10,-22,-46,-39,-1,-155,-83,-73,-1
Cc1cccc(N=C2NC(=O)C(CO)(CO)S2)c1,-4,0,5,-5,-6,-8,-2,11,14

# All compounds of this part (from the top)
SMILES,EBNA-1 inh,PAFAH1B2 inh,PAFAH1B3 FP inh,pPAFAH FP inh,PREPL inh,LYPLA2 inh,LYPLA1 inh,PAFAH2 inh,ZTA counter
Cc1ccc(C(=O)NN2C(=O)/C(=C/c3cn(C)c4ccccc34)SC2=S)cc1,-1,-16,-23,-3,-17,-3,-1,-19,8
O=C(Nc1ccc2ccccc2c1)c1cc(F)c(F)cc1Cl,5,-5,5,-5,-10,9,-7,-3,0
CC1(C)CCCC2=C1CC1C(=O)N(c3ccccc3)C(=O)C1C2 (stereo not given),-1,20,4,2,-3,0,-3,1,-14
COc1ccc2cnn(CCOc3cc(C)ccc3C(C)C)c(=O)c2c1OC,-3,2,8,-7,2,-6,-3,7,1
Cc1ccc(NC(=O)c2ccc(CN3CCc4ccccc4C3)cc2)cc1,-7,-2,-1,3,-1,6,-4,11,3
Cc1ccc(-n2ncc3c2CC(C)(C)CC3NC(=O)c2ccncc2)cc1 (stereo not given),15,-1,4,2,0,2,2,-4,1
Cc1cc(C(=O)N/N=C/c2cc(Br)ccc2OC(=O)c2ccccc2Cl)n[nH]1,23,-1,-4,8,-1,-27,-16,-11,18
Nc1nc(C2C(=O)CCCC2=O)cs1,10,2,7,1,-2,-3,-5,-4,10
COc1ccc(N2CCN(C(=O)CSc3nc4[nH]ncc4c(=O)n3-c3cccc4ccccc34)CC2)cc1,5,2,4,4,0,34*,2,5,18
Cc1ccc(S(=O)(=O)/N=C(/Nc2cccc(C(=O)O)c2)c2ccccc2)cc1,-6,1,-9,1,1,9,0,3,-1
COc1ccccc1OCC#CCSc1ncccn1,0,11,-1,4,1,3,1,-5,-5
COC(=O)c1cccc(NC(=O)Nc2ccc(Cl)c(Cl)c2)c1,-10,-22,-46,-39,-1,-155,-83,-73,-1
Cc1cccc(N=C2NC(=O)C(CO)(CO)S2)c1,-4,0,5,-5,-6,-8,-2,11,14
COc1ccc(Cl)cc1S(=O)(=O)NC(C)C(=O)NCc1ccncc1 (stereo not given),-18,-1,4,-6,6,5,2,4,-6
O=C(O)CN1C(=O)/C(=C\c2cn(CC(=O)N3CCOCC3)c3ccccc23)SC1=S,5,-1,-1,-1,-8,0,0,-8,18
COC(=O)CSc1nc(COc2ccccc2)nc2ccccc12,2,1,7,6,-16,3,-2,-1,2
CC(C)C(=O)N1CCN(c2ccccc2NC(=S)NC(=O)/C=C/c2ccco2)CC1,x,3,5,13,18,x,x,8,x
COc1ccccc1OCC(O)Cn1nc(C)cc1C (stereo not given),5,5,9,5,0,-1,-2,6,1
Cc1c(Cl)cccc1NC(=S)NCC1COc2ccccc2O1 (stereo not given),-16,1,-1,2,-32,-5,-1,-1,0
O=C(O)CCC(=O)Nc1ccc2c(c1)oc1ccccc12,10,6,9,1,0,2,-2,12,4
Cc1noc(C)c1S(=O)(=O)N1CCCC(C(=O)N2CCc3ccccc3C2)C1 (stereo not given),-8,6,6,-1,2,-1,-3,1,0
COc1ccc(OCC(=O)NC(=S)Nc2ccc(S(=O)(=O)Nc3cc(C)on3)cc2)cc1,13,-1,3,2,-1,2,-2,3,8
CCc1ccccc1NC(=O)c1ccc2c(O)c(S(=O)(=O)c3ccc(OC)cc3)c(=O)[nH]c2c1,-23,2,-1,-1,4,-2,0,3,2
C=CCC1(CC=C)CCCN1C(=O)CC1C(=O)NCCN1Cc1cccc(OC)c1OC (stereo not given),-14,6,7,0,-9,3,1,4,0
CCOC(=O)N1CCN(C(=O)COc2ccccc2Cl)CC1,0,5,-2,4,5,0,2,-14,2
COc1ccc(/C=C2/SC(=O)N(CCNC(=O)CC(NC(C)=O)c3ccccc3)C2=O)cc1 (stereo not given),5,-1,3,3,0,6,1,-7,10
Cc1cc(C(=O)CN2C(=O)NC3(CCCCC3)C2=O)c(C)n1C,0,0,4,3,9,9,5,-2,-19
Brc1ccccc1-n1nnc(-c2ccnc3ccccc23)n1,-8,0,4,23,-3,6,0,0,13
O=C(Nc1ccccc1C(=O)O)c1cncc(Br)c1,8,-1,1,1,13,3,1,3,-13
O=C(Nc1ccccc1NS(=O)(=O)c1ccc(F)cc1)C1CCC1,0,1,-2,2,-2,-2,1,-7,10
COc1ccc(S(=O)(=O)N2CCOCC2)cc1NC(=O)COC(=O)C1COc2ccccc2O1 (stereo not given),-4,4,3,0,10,6,-1,-2,-5
O=S(=O)(c1ccccc1)c1cnc(-c2ccccc2)nc1N1CCCC1,9,3,6,6,-4,2,-1,1,12
COC(=O)c1cn(-c2ccccc2)nc1-c1cccnc1,17,-1,6,-1,17,8,4,5,-8
Oc1ccc(Nc2nc(Cl)nc(NCc3ccco3)n2)cc1,8,0,2,5,1,-1,-2,-13,0
CCOC(=O)c1cccc(NC(=O)CSc2nnc(C)n2CC2CCCO2)c1 (stereo not given),-7,0,-1,3,-2,-1,0,4,5
O=C(c1cccs1)n1nc(-c2ccco2)nc1SCc1ccccc1,9,x,x,3,6,9,0,x,-6
COC(=O)Cc1ccc(NC(=S)NCCO)cc1,5,3,4,1,-1,0,0,0,10
O=C(CSCc1cnn(-c2ccccc2)c1-n1cccc1)NCc1cccs1,-8,4,5,11,-8,8,2,13,3
c1ccc(Cn2nnnc2C(c2cccs2)N2CCSCC2)cc1 (stereo not given),-7,10,0,-2,6,8,0,1,1
CCc1ccc(CN2CCC(C(=O)Nc3ccc(Oc4ccccc4)nc3)CC2)o1,-4,-3,3,0,-8,1,-1,-7,-2
CCOC(=O)NC(Nc1cc(C)on1)(C(F)(F)F)C(F)(F)F,-9,1,8,4,-4,-1,0,-1,6
CNC(=O)NC(=O)C(C)N1CCN(C/C=C/c2ccccc2)CC1 (stereo not given),-8,10,9,-3,10,4,1,4,-2
O=C(COc1ccc(Cl)cc1)Nc1ccc2oc(=O)ccc2c1,3,-1,3,2,-10,3,-3,-2,-7
Cn1c(C2CCCCC2)nc2cc(N)ccc21,-6,4,2,0,22,1,1,-12,-4
Oc1c(C(c2ccccc2)N2CCN(Cc3ccccc3)CC2)sc2ncnn12 (stereo not given),-2,3,0,0,-11,1,0,-4,10
CCOc1ccccc1NC(=O)c1cccc(NC(=O)C2CCCC2)c1,3,6,4,3,0,0,0,-3,8
COc1ccc(-c2c(-c3ccc(OC)nc3)c3ccccc3n2C)cc1,x,0,8,12,-1,x,x,2,x
O=C(Oc1ccc(-n2cnnn2)cc1)c1ccccc1,-15,4,-4,0,1,-1,-3,1,-5
Cc1cc2nc(CSc3ccccc3)cc(=O)n2[nH]1,-2,x,x,9,9,1,1,x,-9
COC(=O)c1ccc(NC(=O)Nc2ccc3c(c2)nc(C)n3C)cc1,4,4,6,8,5,7,8,-6,8
O=C(Nc1ccc(Cl)c(S(=O)(=O)N2CCOCC2)c1)c1ccc2c(c1)OCO2,x,4,5,4,29,x,x,1,x
CN(C(=O)CSc1nncn1C)C1CCCN(Cc2ccccc2F)C1 (stereo not given),8,1,-9,0,0,4,1,1,8
